Bioassay records as filed in PubChem.
tim10-1 inh = inhibits growth of tim10-1 mutant yeast; S. cerevisiae tim10-1 ts strain growth, BacTiter-Glo, 24 h; inhibition, % at 20 µM; actives 2.2% (n = 330,000); AID 463190;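 active = inhibition of at least 40%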;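 note: mutant grown at 25 °C; 0% = DMSO wells with yeast and 100% = wells holding no yeast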
Apaf1 inhib = blocks human Apaf-1 apoptosome activity | O14727 | actives 0.71% (n = 330,000) | AID 489030 | reconstituted apoptosome caspase-3 activity, DEVD-Rh110 fluorescence | inhibition, % at 20 µM; active = inhibition of at least 40% at 20 µM;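 note: plate controls were DMSO wells for no effect and DEVD-CHO caspase inhibitor wells for full effect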
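Assay system – apoptosome proteins · Medium – Hepes buffer, pH 7.5 · Also added – cytochrome c with DEVD-Rh110 · Timing – 30 min compound preincubation, 50 min activation, room temperature · Detection – Rh110 fluorescence, excitation 480 nm, emission 540 nm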
TIM10 inh = inhibits growth of TIM10 yeast strain; inhibition, % at 10 µM; actives 1.4% (n = 330,000); S. cerevisiae TIM10 strain growth, BacTiter-Glo luminescence, 24 h;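 active = inhibition of 40% or more at the single tested concentration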;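 note: wild-type TIM10 isogenic control strain grown at permissive 25 °C; 0% = DMSO yeast wells and 100% = minimal medium wells without yeast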
ATG4B inh = inhibitors of human ATG4B cysteine protease; Q9Y4P1; ATG4B cleavage of LC3-PLA2, NBD-HPC fluorescence, 1 h; inhibition, % at 8.33 µM; actives 0.51% (n = 340,000); in the data active = inhibition above about 40%
Target sequence (Q9Y4P1 whole entry, looked up): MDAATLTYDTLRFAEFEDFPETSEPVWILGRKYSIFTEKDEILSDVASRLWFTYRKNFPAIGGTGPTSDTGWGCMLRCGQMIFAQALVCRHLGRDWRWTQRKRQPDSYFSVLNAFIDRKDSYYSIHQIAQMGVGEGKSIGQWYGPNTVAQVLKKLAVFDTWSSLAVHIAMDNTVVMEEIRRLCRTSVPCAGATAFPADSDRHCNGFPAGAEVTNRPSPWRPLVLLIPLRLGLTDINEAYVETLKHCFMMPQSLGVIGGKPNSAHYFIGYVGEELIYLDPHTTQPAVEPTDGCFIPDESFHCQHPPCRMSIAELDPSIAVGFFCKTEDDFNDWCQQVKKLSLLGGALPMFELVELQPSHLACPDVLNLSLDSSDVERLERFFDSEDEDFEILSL
mIAP activ = increases mouse intestinal alkaline phosphatase activity; muIAP, CDP-Star luminescence, 30 min; hits give high values; 1 = vehicle-only enzyme signal, 0 = enzyme-free wells; activation factor at 10 µM; actives 0.24% (n = 330,000); AID 2805;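 active = activation factor of at least 2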; note: the source names both 10 and 20 µM as test concentration; values of inactives mirror those of a sister screen read the other way
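Assay system: mouse IAP enzyme / Compound: DMSO-dissolved test compounds / Timing: 30 min, room temperature / Measured by: luminescence from enzymatic CDP-Star hydrolysis / Control set: DMSO-only wells, enzyme-free buffer wells as negative control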
mIAP block = blocks mouse intestinal alkaline phosphatase | purified mouse IAP, CDP-Star luminescence, 30 min | inhibition, % at 10 µM | actives 0.2% (n = 330,000) | AID 2806;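 active = inhibition of at least 40% at 10 µM in the primary screen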;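 note: plate controls were DMSO with enzyme for no effect and no enzyme wells for full effect; values of inactives mirror those of a sister screen read the other way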
NLRP3 yeast inh = blocks the NALP3 inflammasome reconstituted in yeast | Yeast reconstituted NLRP3/ASC/caspase-1, beta-gal luminescence, 24 h | AID 2825 | inhibition, % at 10 µM | actives 0.39% (n = 330,000);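 active = inhibition of 50% or more; inactive = inhibition below 50%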;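 note: plate controls were induced DMSO wells for no effect and uninduced yeast grown without galactose for full effect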
hIAP inh = blocks human intestinal alkaline phosphatase; P09923; purified IAP, CDP-Star luminescence, 30 min; inhibition, % at 10 µM; actives 0.12% (n = 330,000);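 active = inhibition reaching a set limit with compound at 10 µM in the primary screen, cut at about 35% in these data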;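 note: plate controls were DMSO wells with enzyme for no effect and no-enzyme buffer wells for full effect; values of inactives mirror those of a sister screen read the other way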
Target sequence (P09923 whole entry, looked up): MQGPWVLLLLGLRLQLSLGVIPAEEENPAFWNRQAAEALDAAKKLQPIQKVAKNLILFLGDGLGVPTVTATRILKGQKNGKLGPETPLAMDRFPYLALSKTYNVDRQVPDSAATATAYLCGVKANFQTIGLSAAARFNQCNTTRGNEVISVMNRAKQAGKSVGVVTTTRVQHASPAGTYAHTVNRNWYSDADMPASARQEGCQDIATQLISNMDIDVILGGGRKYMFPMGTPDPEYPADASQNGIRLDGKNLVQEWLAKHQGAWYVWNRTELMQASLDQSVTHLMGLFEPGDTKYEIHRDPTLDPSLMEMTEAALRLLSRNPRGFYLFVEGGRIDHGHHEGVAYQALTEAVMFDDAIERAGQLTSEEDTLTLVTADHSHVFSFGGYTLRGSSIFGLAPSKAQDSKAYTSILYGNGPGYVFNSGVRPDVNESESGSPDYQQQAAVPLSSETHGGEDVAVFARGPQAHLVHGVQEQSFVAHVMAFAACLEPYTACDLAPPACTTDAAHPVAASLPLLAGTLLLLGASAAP
hIAP activ = increases human intestinal alkaline phosphatase activity; purified human IAP, CDP-Star luminescence, 30 min; hits give high values; 1 = vehicle-only enzyme, 0 = enzyme-free background; activation factor at 10 µM; actives 0.16% (n = 330,000); AID 2524;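 active = activation factor of the enzyme at least 2-fold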; note: the source names both 10 and 20 µM as test concentration; values of inactives mirror those of a sister screen read the other way
Numbers without * were called inactive. Rows were taken by chance; 4.5% or so of the library scored in one or more.

For C/C(=N/NC(=O)CNC(=O)Cc1ccccc1)c1ccco1 the results were tim10-1 inh 3, Apaf1 inhib -13, TIM10 inh 0, ATG4B inh -3, mIAP activ 0.95, mIAP block 5, NLRP3 yeast inh -1, hIAP inh 20 and hIAP activ 0.8.
For CC(=O)c1ccc(Oc2ncnc3sccc23)c(CN2CCOCC2)c1 the results were tim10-1 inh 19, Apaf1 inhib -5, TIM10 inh 7, ATG4B inh -9, mIAP activ 0.96, mIAP block 4, NLRP3 yeast inh 4, hIAP inh 5 and hIAP activ 0.95.
For O=C(Nc1ccc(S(=O)(=O)Nc2cnc3ccccc3n2)cc1)c1cccc(OC(F)F)c1 the results were tim10-1 inh -4, Apaf1 inhib -1, TIM10 inh 1, ATG4B inh -8, mIAP activ 0.94, mIAP block 6, NLRP3 yeast inh 4, hIAP inh -12 and hIAP activ 1.1.
Screening O=C(C1CCC(=O)N1Cc1ccccc1Cl)N1CCN(c2cccc(Cl)c2)CC1 (centres undefined) returned tim10-1 inh 15, Apaf1 inhib 13, TIM10 inh 11, ATG4B inh -2, mIAP activ 1, mIAP block -1, NLRP3 yeast inh -2, hIAP inh -14 and hIAP activ 1.1.
O=C(Oc1cccccc1=O)c1ccccc1 was read as tim10-1 inh 12, Apaf1 inhib -16, TIM10 inh 22, ATG4B inh -4, mIAP activ 1, mIAP block -2, NLRP3 yeast inh -2, hIAP inh -13 and hIAP activ 1.1.
For COC(=O)C1CCN(C(=O)c2ccc(OC)c(S(=O)(=O)N3CCCc4ccccc43)c2)CC1 the results were tim10-1 inh 11, Apaf1 inhib 5, TIM10 inh 7, ATG4B inh -18, mIAP activ 0.98, mIAP block 2, NLRP3 yeast inh 4, hIAP inh 0 and hIAP activ 0.99.
COc1ccc2cc(/C=C3\SC(=S)NC3=O)c(N3CCOCC3)nc2c1 was read as tim10-1 inh 42*, Apaf1 inhib 18, TIM10 inh 36, ATG4B inh 6, mIAP activ 0.87, mIAP block 13, NLRP3 yeast inh 25, hIAP inh 15 and hIAP activ 0.85.
`COc1ccc2nc(-c3ccccc3)cc(C(=O)OCC(=O)N3CCCCC3)c2c1` gave tim10-1 inh 2, Apaf1 inhib -3, TIM10 inh 6, ATG4B inh -2, mIAP activ 0.91, mIAP block 9, NLRP3 yeast inh 16, hIAP inh -15 and hIAP activ 1.1.
Screening COc1ccc(/C=C2\C(=N)N3N=C(CC(=O)N4CCCCC4)SC3=NC2=O)cc1 returned tim10-1 inh -8, Apaf1 inhib 0, TIM10 inh 14, ATG4B inh 23, mIAP activ 0.94, mIAP block 6, NLRP3 yeast inh 1, hIAP inh 6 and hIAP activ 0.94.
Cc1cc(OCC(=O)Nc2ccccc2N2CCOCC2)c(C(C)C)cc1Cl was read as tim10-1 inh 15, Apaf1 inhib 26, TIM10 inh 3, ATG4B inh 5, mIAP activ 1.1, mIAP block -7, NLRP3 yeast inh 11, hIAP inh 3 and hIAP activ 0.97.
Cn1c2ccccc2c2nnc(SCC(=O)NC3CCCC3)nc21 was read as tim10-1 inh 2, Apaf1 inhib 6, TIM10 inh 17, ATG4B inh -3, mIAP activ 1.1, mIAP block -9, NLRP3 yeast inh -9, hIAP inh 10 and hIAP activ 0.9.
CC(C)(O)C(=O)N/N=C\c1ccc(OC/C=C/c2ccccc2)cc1 was read as tim10-1 inh 5, Apaf1 inhib -1, TIM10 inh -9, ATG4B inh -7, mIAP activ 1.1, mIAP block -6, NLRP3 yeast inh 10, hIAP inh -20 and hIAP activ 1.2.
`CCCC/C(C)=N/NC(=O)C(=O)NCCc1ccccc1` gave tim10-1 inh -12, Apaf1 inhib -4, TIM10 inh -13, ATG4B inh 2, mIAP activ 1, mIAP block -4, NLRP3 yeast inh 20, hIAP inh 7 and hIAP activ 0.93.
Cc1ccc(N(CC(=O)NCc2ccco2)S(=O)(=O)c2ccccc2)cc1 was read as tim10-1 inh 32, Apaf1 inhib 6, TIM10 inh 10, ATG4B inh -11, mIAP activ 1, mIAP block -1, NLRP3 yeast inh -20, hIAP inh 2 and hIAP activ 0.98.
CC1Sc2ccc(S(=O)(=O)CCC(=O)NCc3ccccc3Cl)cc2NC1=O (centres undefined) was read as tim10-1 inh -2, Apaf1 inhib 9, TIM10 inh 3, ATG4B inh -2, mIAP activ 1, mIAP block -2, NLRP3 yeast inh 8, hIAP inh -12 and hIAP activ 1.1.
Screening Cc1ccc(-c2nn3c(C)nnc3c3ccccc23)cc1S(=O)(=O)NCCN1CCOCC1 returned tim10-1 inh 17, Apaf1 inhib 7, TIM10 inh 9, ATG4B inh -3, mIAP activ 1, mIAP block 0, NLRP3 yeast inh 1, hIAP inh -3 and hIAP activ 1.
`COc1nc(-c2ccccc2)c2c(c1C#N)CC(C)(C)OC2` gave tim10-1 inh 7, Apaf1 inhib 14, TIM10 inh -4, ATG4B inh 6, mIAP activ 1, mIAP block -4, NLRP3 yeast inh -7, hIAP inh 18 and hIAP activ 0.82.
`O=C(Cc1ncc(C(F)(F)F)cc1Cl)NCCc1ccccn1` gave tim10-1 inh 7, Apaf1 inhib -4, TIM10 inh -3, ATG4B inh -8, mIAP activ 1, mIAP block -4, NLRP3 yeast inh -2, hIAP inh -4 and hIAP activ 1.
C=CCN1CCN(C(=O)c2cc3c(s2)CCC(CC)C3)CC1 (centres undefined) was read as tim10-1 inh 16, Apaf1 inhib 24, TIM10 inh 3, ATG4B inh -10, mIAP activ 1, mIAP block -3, NLRP3 yeast inh 20, hIAP inh 16 and hIAP activ 0.84.
For CCOC(=O)C1CCCN(C(=O)CCNC(=O)Cn2ccc3ccccc3c2=O)C1 (centres undefined) the results were tim10-1 inh -11, Apaf1 inhib 3, TIM10 inh -22, ATG4B inh -9, mIAP activ 1, mIAP block -1, NLRP3 yeast inh 4, hIAP inh -18 and hIAP activ 1.2.
Screening CCN(CC(=O)Nc1ccc2c(c1)OCCO2)S(=O)(=O)c1ccc(F)cc1 returned tim10-1 inh -8, Apaf1 inhib -2, TIM10 inh 13, ATG4B inh -7, mIAP activ 1.1, mIAP block -5, NLRP3 yeast inh 15, hIAP inh -2 and hIAP activ 1.
`O=C(NCCCN1CCCC1=O)c1ccc2c(=O)n(-c3ccc(F)cc3)c(=S)[nH]c2c1` gave tim10-1 inh -2, Apaf1 inhib -3, TIM10 inh 4, mIAP activ 1, mIAP block -5, NLRP3 yeast inh 10, hIAP inh 3 and hIAP activ 0.97.
CC(C)CCC(C)NC(=O)C1CCN(S(=O)(=O)/C=C/c2ccccc2)CC1 (centres undefined) was read as tim10-1 inh -3, Apaf1 inhib 5, TIM10 inh 9, ATG4B inh -8, mIAP activ 1, mIAP block 0, NLRP3 yeast inh 16, hIAP inh -3 and hIAP activ 1.
Screening O=C(CSc1nnc(NC(=O)C2CC2)s1)Nc1ccc2c(c1)OCCO2 returned tim10-1 inh -1, Apaf1 inhib -2, TIM10 inh 18, ATG4B inh -7, mIAP activ 1, mIAP block -1, NLRP3 yeast inh 11, hIAP inh 0 and hIAP activ 1.

By substructure: those above containing fluorine
For O=C(Nc1ccc(S(=O)(=O)Nc2cnc3ccccc3n2)cc1)c1cccc(OC(F)F)c1 the results were tim10-1 inh -4, Apaf1 inhib -1, TIM10 inh 1, ATG4B inh -8, mIAP activ 0.94, mIAP block 6, NLRP3 yeast inh 4, hIAP inh -12 and hIAP activ 1.1.
`O=C(Cc1ncc(C(F)(F)F)cc1Cl)NCCc1ccccn1` gave tim10-1 inh 7, Apaf1 inhib -4, TIM10 inh -3, ATG4B inh -8, mIAP activ 1, mIAP block -4, NLRP3 yeast inh -2, hIAP inh -4 and hIAP activ 1.
Screening CCN(CC(=O)Nc1ccc2c(c1)OCCO2)S(=O)(=O)c1ccc(F)cc1 returned tim10-1 inh -8, Apaf1 inhib -2, TIM10 inh 13, ATG4B inh -7, mIAP activ 1.1, mIAP block -5, NLRP3 yeast inh 15, hIAP inh -2 and hIAP activ 1.
`O=C(NCCCN1CCCC1=O)c1ccc2c(=O)n(-c3ccc(F)cc3)c(=S)[nH]c2c1` gave tim10-1 inh -2, Apaf1 inhib -3, TIM10 inh 4, mIAP activ 1, mIAP block -5, NLRP3 yeast inh 10, hIAP inh 3 and hIAP activ 0.97.

More compounds follow:
CSc1nc2nc(C)c(C/C=C/c3ccccc3)c(=O)n2[nH]1 was read as tim10-1 inh 3, Apaf1 inhib 8, TIM10 inh -11, ATG4B inh 4, mIAP activ 0.99, mIAP block 1, NLRP3 yeast inh -6, hIAP inh 2 and hIAP activ 0.98.
Screening CN1C(=S)SC(N(O)C(=O)Nc2cccc3ccccc23)C1(C)C (centres undefined) returned tim10-1 inh 19, Apaf1 inhib 25, TIM10 inh 8, ATG4B inh -4, mIAP activ 1.1, mIAP block -14, NLRP3 yeast inh 29, hIAP inh 5 and hIAP activ 0.95.
CC(C)CC(=O)O/N=C1\C(=O)N(Cc2ccc(Cl)cc2)c2ccc([N+](=O)[O-])cc21 was read as tim10-1 inh 21, Apaf1 inhib 18, TIM10 inh 22, mIAP activ 0.85, mIAP block 15, NLRP3 yeast inh 13, hIAP inh 2 and hIAP activ 0.97.
Screening CCc1noc(C)c1C(=O)Nc1cc(S(=O)(=O)N(CC)CC)ccc1N1CCOCC1 returned tim10-1 inh 0, Apaf1 inhib 9, TIM10 inh 6, ATG4B inh -9, mIAP activ 1, mIAP block 0, NLRP3 yeast inh 0, hIAP inh -12 and hIAP activ 1.1.
Cc1ccc(S(=O)(=O)NCC(C)NS(=O)(=O)c2ccccc2[N+](=O)[O-])cc1 (centres undefined) was read as tim10-1 inh -6, Apaf1 inhib -4, TIM10 inh 11, ATG4B inh -8, mIAP activ 1.1, mIAP block -12, NLRP3 yeast inh 15, hIAP inh 7 and hIAP activ 0.93.
For CSc1nc(-c2ccc(C)cc2)[nH]c1S(=O)(=O)c1ccccc1 the results were tim10-1 inh 2, Apaf1 inhib 13, TIM10 inh 28, ATG4B inh -11, mIAP activ 1.2, mIAP block -19, NLRP3 yeast inh 22, hIAP inh -22 and hIAP activ 1.2.
Screening COc1ccc2c(c1)C(c1ccc(C)o1)=NNC(c1cccnc1)=N2 returned tim10-1 inh 8, Apaf1 inhib -24, TIM10 inh 11, ATG4B inh 11, mIAP activ 0.92, mIAP block 8, NLRP3 yeast inh -3, hIAP inh 16 and hIAP activ 0.84.
`COc1ccc(C)cc1S(=O)(=O)N1CCC(C)CC1` gave tim10-1 inh 19, Apaf1 inhib 14, TIM10 inh 20, ATG4B inh -1, mIAP activ 1, mIAP block -2, NLRP3 yeast inh -69, hIAP inh 4 and hIAP activ 0.96.
CC(C)n1nc(C(=O)NNC(=O)c2ccncc2)c2ccccc2c1=O was read as tim10-1 inh 28, Apaf1 inhib 7, TIM10 inh 14, ATG4B inh 3, mIAP activ 0.95, mIAP block 5, NLRP3 yeast inh 11, hIAP inh -25 and hIAP activ 1.2.
`CCOc1ccc(NC(C)C(=O)N/N=C/c2cccs2)cc1` (centres undefined) gave tim10-1 inh 5, Apaf1 inhib -7, TIM10 inh 15, ATG4B inh -5, mIAP activ 0.93, mIAP block 7, NLRP3 yeast inh 12, hIAP inh 0 and hIAP activ 1.
